Compound activity: PubChem, The Scripps Research Institute Molecular Screening Center
LYPLA1 counter – LYPLA1 (human) inhibition in PME1 counter-screen; O75608; recombinant LYPLA1, FP-Rh probe fluorescence polarization; inhibition, % at 5.9 µM; 320,000 compounds, 0.16% hits;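 active = inhibition above the mean of all tested compounds plus 3 SD, set per campaign, cut at about 14% in these data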;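 also: inhibitors block serine hydrolase probe labeling of LYPLA1 so polarization falls; 0% = enzyme with DMSO and 100% = wells lacking LYPLA1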
PREPL inhibitor – human PREPL enzyme inhibition | Q4J6C6 | recombinant PREPL, fluorescence polarization activity-based probe | inhibition, % at 5.96 µM | 320,000 compounds, 0.68% hits; in the data active = inhibition above about 43%;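 also: 0% = enzyme with DMSO and 100% = wells lacking enzyme; many of its hits are not listed in these tables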
Target sequence (Q4J6C6 whole entry, looked up): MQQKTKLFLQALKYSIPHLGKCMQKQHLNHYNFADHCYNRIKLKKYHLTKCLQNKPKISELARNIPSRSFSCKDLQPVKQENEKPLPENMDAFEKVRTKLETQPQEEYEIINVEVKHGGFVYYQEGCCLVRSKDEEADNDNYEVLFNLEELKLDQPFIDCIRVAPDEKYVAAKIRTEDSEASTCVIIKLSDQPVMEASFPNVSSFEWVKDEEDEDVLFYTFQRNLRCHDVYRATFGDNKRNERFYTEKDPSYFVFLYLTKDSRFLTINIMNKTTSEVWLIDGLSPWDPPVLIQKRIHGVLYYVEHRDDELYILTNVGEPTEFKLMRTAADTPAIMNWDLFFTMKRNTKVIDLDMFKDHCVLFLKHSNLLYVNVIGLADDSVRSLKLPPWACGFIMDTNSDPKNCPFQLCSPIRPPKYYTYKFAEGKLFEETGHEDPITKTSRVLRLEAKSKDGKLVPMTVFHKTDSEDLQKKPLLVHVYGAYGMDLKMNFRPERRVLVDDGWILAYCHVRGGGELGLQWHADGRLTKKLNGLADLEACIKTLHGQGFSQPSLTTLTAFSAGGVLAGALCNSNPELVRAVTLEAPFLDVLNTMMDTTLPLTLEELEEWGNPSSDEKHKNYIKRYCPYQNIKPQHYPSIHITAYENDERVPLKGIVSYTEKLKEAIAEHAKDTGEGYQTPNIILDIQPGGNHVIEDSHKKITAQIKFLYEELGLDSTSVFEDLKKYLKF
ZTA DNA inh – counter-screen for EBNA-1 inhibitors: inhibitors of Epstein-Barr virus ZTA. P03206. AID 2234. 320,000 compounds, 0.15% hits. ZTA-DNA binding, fluorescence polarization. inhibition, % at 11 µM; in the data active = inhibition above about 33%
PAFAH2 FP inh – PAFAH2 (human) inhibition; inhibition, % at 3.39 µM; recombinant PAFAH2, FP-rhodamine activity probe, fluorescence polarization; AID 492956; 340,000 compounds, 0.99% hits;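 active = inhibition above the mean over all tested compounds plus 3 SD, cut at about 30% in these data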;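 also: inhibitors block probe labeling of enzyme so polarization drops; 0% = enzyme with DMSO and 100% = wells lacking PAFAH2 protein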
PAD4 FP inh – PAD4 (human) enzyme inhibition. recombinant PAD4, RCA probe fluorescence polarization. inhibition, % at 6.36 µM. 330,000 compounds, 0.41% hits. AID 485272;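 active = percent inhibition above a cutoff equal to the mean of all tested compounds plus 3 SD, cut at about 15% in these data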;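 also: 0% = PAD4 with RCA probe and DMSO and 100% = probe without PAD4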
PAFAH1B3 inh – inhibitors of human PAFAH1B3 | Q15102 | recombinant PAFAH1B3, FP-rhodamine probe, fluorescence polarization | inhibition, % at 3.39 µM | 340,000 compounds, 0.28% hits;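 active = inhibition above the screen-wide average of all tested compounds plus 3 SD, cut at about 25% in these data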;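 also: 0% = enzyme with DMSO only and 100% = wells lacking PAFAH1B3 protein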
GSTO1 inh – GSTO1 inhibition, counter-screen for RBBP9 inhibitors | recombinant GSTO1, activity-based probe fluorescence polarization | inhibition, % at 5.96 µM | 300,000 compounds, 1.1% hits | P78417 | AID 1974;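 active = inhibition above the campaign mean inhibition plus 3 SD, cut at about 35% in these data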;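 also: 0% = GSTO1-1 with DMSO and 100% = wells lacking GSTO1-1 enzyme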
Target sequence (P78417 whole entry, looked up): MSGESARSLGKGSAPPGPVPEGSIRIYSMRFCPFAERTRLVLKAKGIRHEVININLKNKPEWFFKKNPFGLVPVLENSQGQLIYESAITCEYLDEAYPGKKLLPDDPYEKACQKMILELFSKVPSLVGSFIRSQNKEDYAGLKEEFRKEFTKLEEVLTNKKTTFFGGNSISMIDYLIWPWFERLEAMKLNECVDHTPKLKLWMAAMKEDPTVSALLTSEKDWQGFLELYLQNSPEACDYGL
LYPLA2 inh – blocks human lysophospholipase 2, a PME1 counter-screen. O95372. recombinant LYPLA2, FP-Rh probe fluorescence polarization. inhibition, % at 5.9 µM. AID 2177. 320,000 compounds, 0.38% hits;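 active = inhibition above the screen-wide mean plus 3 SD, limit set per campaign, cut at about 26% in these data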;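 also: 0% = LYPLA2 with DMSO and 100% = wells lacking LYPLA2 enzyme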
EBNA-1 inhibitor – blocks EBNA-1 binding to DNA. EBNA-1 DNA binding, fluorescence polarization. inhibition, % at 14.8 µM. 300,000 compounds, 0.34% hits. AID 1950; in the data active = inhibition above about 28%
Active calls of the source: *; nt = not tested or not shown. Only part of the results is shown; rates above refer to the full screens.

SMILES	LYPLA1 counter	PREPL inhibitor	ZTA DNA inh	PAFAH2 FP inh	PAD4 FP inh	PAFAH1B3 inh	GSTO1 inh	LYPLA2 inh	EBNA-1 inhibitor
CC(=O)N1CCSc2ccc(S(=O)(=O)NCCc3cccc(C)c3)cc21	-1	0	-4	5	-2	-4	26	4	-4
Cc1ccc2cc(CN(Cc3ccccc3)Cc3nnnn3C3CCCC3)c(=O)[nH]c2c1	-4	-7	10	2	0	-11	-1	2	8
Cc1c(C(=O)Oc2cc(N)n(S(C)(=O)=O)n2)cccc1[N+](=O)[O-]	0	8	-5	-9	4	-4	2	6	-4
O=C(COC(=O)c1ccco1)Nc1ccc2c(c1)OCO2	3	9	14	63*	3	6	5	3	-3
O=C(Cn1nc(C(=O)O)c2ccccc2c1=O)Nc1cc(Cl)cc(Cl)c1	-2	-18	1	-6	1	7	4	-9	-10
CC1Nc2ncnc(N3CCN(c4ccccc4)CC3)c2N(Cc2ccc(Br)cc2)C1=O (stereo unspecified)	2	-61	-23	1	2	-1	0	8	8
CC(Sc1nc2ccccc2s1)C(=O)Nc1nnc(C(C)C)s1 (stereo unspecified)	0	-17	-4	0	2	8	20	3	3
CC(=O)Nc1nc2nc(-c3ccccc3)cc(-c3ccccc3)n2n1	-3	2	6	10	-1	13	4	0	-2
c1ccc(-c2csc(-c3cccnc3)n2)cc1	-2	-16	-3	3	-3	5	4	-1	-3
O=C(Oc1cccc(NC(=O)c2ccco2)c1)c1cccc(S(=O)(=O)N2CCCC2)c1	-2	9	0	3	-3	-6	1	-1	10
Cc1ccc(NS(=O)(=O)c2cc(C(=O)O)ccc2Cl)cc1	4	-8	-5	0	-5	0	6	3	4
CC1Cc2ccccc2N1CC(=O)Nc1ccc2c(c1)OCO2 (stereo unspecified)	-7	12	-5	-3	-4	4	5	-11	-8
COc1cccc(COc2ccc(N(C)S(=O)(=O)c3ccccc3)cc2)c1	-1	-1	5	6	-4	9	2	-3	1
CCc1noc(C)c1C(=O)NCCc1ccc(F)cc1	-2	9	-15	-1	-3	2	-2	5	-1
COc1cccc(NC(=O)C2CCCN2C(=O)Nc2cccc(F)c2)c1 (stereo unspecified)	0	1	-2	-3	-3	-2	2	0	12
CCCCN(C(=O)COC(=O)COc1c(C)cc(C)cc1C)c1c(N)n(CCC)c(=O)[nH]c1=O	2	1	5	2	-9	5	15	4	4
c1cncc(-c2nnc(SCc3cccc4ccccc34)o2)c1	-5	1	0	4	-1	1	7	3	12
CCCCCCCCCCC(=O)Nc1cccnc1	2	-2	3	nt	-2	nt	4	3	-2
CC1=C(C(=O)NCc2ccccc2)C(c2cccs2)NC(=S)N1 (stereo unspecified)	-4	0	-4	1	-1	0	-3	-4	-2
Cc1cc(NC(=O)c2ccccc2Cl)ccc1NC(=O)c1ccccc1Cl	-5	-10	-4	-2	2	1	-5	-7	14
COc1ccc(NC(=O)C2CC(=O)NC3=C2C(=O)CC(C)(C)C3)cc1 (stereo unspecified)	1	4	-8	-15	4	-3	6	3	7
CN(CCC#N)C(=O)CSc1ncnc2sc(-c3ccccc3)cc12	-7	-10	-21	-5	4	3	-11	-2	-3
Cc1c(CC(=O)N[C@@H](C)C(=O)O)c(=O)oc2cc3occ(-c4ccccc4)c3cc12	-5	-5	-7	-3	2	5	-6	-3	6
COc1ccc(-c2nc[nH]c2[N+](=O)[O-])cc1	-4	0	0	0	1	8	9	-4	2

Record cards, from the list above. Order of values: LYPLA1 counter	PREPL inhibitor	ZTA DNA inh	PAFAH2 FP inh	PAD4 FP inh	PAFAH1B3 inh	GSTO1 inh	LYPLA2 inh	EBNA-1 inhibitor
Record of CN(CCC#N)C(=O)CSc1ncnc2sc(-c3ccccc3)cc12 : -7	-10	-21	-5	4	3	-11	-2	-3
Record of COc1cccc(NC(=O)C2CCCN2C(=O)Nc2cccc(F)c2)c1 (stereo unspecified) : 0	1	-2	-3	-3	-2	2	0	12
Record of CCCCN(C(=O)COC(=O)COc1c(C)cc(C)cc1C)c1c(N)n(CCC)c(=O)[nH]c1=O : 2	1	5	2	-9	5	15	4	4
Record of Cc1cc(NC(=O)c2ccccc2Cl)ccc1NC(=O)c1ccccc1Cl : -5	-10	-4	-2	2	1	-5	-7	14
Record of c1cncc(-c2nnc(SCc3cccc4ccccc34)o2)c1 : -5	1	0	4	-1	1	7	3	12

The listing continues.
SMILES	LYPLA1 counter	PREPL inhibitor	ZTA DNA inh	PAFAH2 FP inh	PAD4 FP inh	PAFAH1B3 inh	GSTO1 inh	LYPLA2 inh	EBNA-1 inhibitor
Cc1ccc(Sc2ncccc2/C=N/O)cc1	-4	-3	6	0	-1	2	-5	-7	2
COc1ccc(C(=O)O)cc1N1C(=O)Nc2ccccc2N1O	3	2	6	8	-7	9	-5	3	-7
CCOC(=O)c1ccc(NC(=O)Oc2ccccc2)cc1	3	6	-17	-8	2	-1	-3	-1	5
N#C/C(=C\c1cccs1)Sc1nc2ccccc2s1	-11	-8	11	-2	-2	5	-6	-15	0
Cc1ccc(-n2cccn2)cc1	-2	1	-3	5	2	9	4	-2	-7
CC(=O)[C@H]1CC[C@H]2[C@@H]3C=CC4=CC(=O)CC[C@@]4(C)[C@@H]3CC[C@]12C	-3	-8	-7	9	-1	6	-3	0	-3
Cc1c(C(=O)NCc2n[nH]c(=S)n2-c2ccc(F)cc2)cccc1[N+](=O)[O-]	-5	12	8	3	-3	-4	-6	-3	-11
CCC(C)C(=O)Nc1c2c(nc3c1CCC3)CCCC2 (stereo unspecified)	0	-5	1	6	-6	2	2	2	2
CCOC(=O)C1CCN(C(=O)Cc2c(C(=O)O)n(C)c3ccccc23)CC1	0	-5	3	3	-2	-1	-4	1	2
O=C(N/N=C\c1ccoc1)c1ccco1	0	4	9	-3	6	4	1	5	9
CCN(c1ccc(OC)cc1)S(=O)(=O)c1ccc2c(c1)CC(C)N2C(=O)C1CC1 (stereo unspecified)	-1	-1	7	11	4	10	4	-4	-7
Cc1cccn2c(NC(=O)c3ccccc3F)c(-c3ccccc3)nc12	-4	7	-3	3	-2	0	4	-3	10

Sorted by length of the SMILES (ascending): part of the list above
SMILES	LYPLA1 counter	PREPL inhibitor	ZTA DNA inh	PAFAH2 FP inh	PAD4 FP inh	PAFAH1B3 inh	GSTO1 inh	LYPLA2 inh	EBNA-1 inhibitor
Cc1ccc(-n2cccn2)cc1	-2	1	-3	5	2	9	4	-2	-7
N#C/C(=C\c1cccs1)Sc1nc2ccccc2s1	-11	-8	11	-2	-2	5	-6	-15	0
Cc1cccn2c(NC(=O)c3ccccc3F)c(-c3ccccc3)nc12	-4	7	-3	3	-2	0	4	-3	10
CCOC(=O)C1CCN(C(=O)Cc2c(C(=O)O)n(C)c3ccccc23)CC1	0	-5	3	3	-2	-1	-4	1	2
CCN(c1ccc(OC)cc1)S(=O)(=O)c1ccc2c(c1)CC(C)N2C(=O)C1CC1 (stereo unspecified)	-1	-1	7	11	4	10	4	-4	-7

More records follow.
SMILES	LYPLA1 counter	PREPL inhibitor	ZTA DNA inh	PAFAH2 FP inh	PAD4 FP inh	PAFAH1B3 inh	GSTO1 inh	LYPLA2 inh	EBNA-1 inhibitor
CCOC(=O)C1=C(CC)OC(N)=C(C#N)C1c1ccc(OC)c(C)c1OC (stereo unspecified)	5	12	1	3	2	4	15	6	9
CNC(=S)N(CCc1cccc(C)c1)Cc1cc2cc(OC)c(OC)cc2[nH]c1=O	3	6	-21	-1	-10	0	-2	-5	-16
CCOC(=O)c1cnc2c(c(C)nn2C)c1Oc1cc(Cl)cc(Cl)c1	-2	-6	-7	1	3	-4	9	3	1
c1csc(-c2noc(COc3ccc4c(c3)CCCC4)n2)c1	-2	7	7	-8	3	1	2	-1	2
O=C(NC(=S)Nc1ccccc1[N+](=O)[O-])c1cncc(Br)c1	-5	-3	8	0	-4	-2	-2	7	12
COc1ccc(C(=O)NCCS(=O)(=O)N2CCc3ccccc3C2)cc1	3	-15	-3	-7	-4	-1	-1	0	-1
O=C(NCCNC(=O)c1ccco1)c1cccc(F)c1	-2	17	-30	-12	-2	-7	10	2	0
COc1cc(/C=N/NS(=O)(=O)c2ccc3ccccc3c2)ccc1OCCN1CCOCC1	1	13	-5	1	-3	12	1	3	-13
CN1CCN(/N=C/c2cccc(Cl)c2Cl)CC1	-3	-3	-2	0	-9	7	3	-2	-1
Cc1cccc(-c2nc3ccccc3c(=O)n2NC(=O)Cc2ccc(Cl)cc2)c1	1	-32	0	5	-4	-2	0	-3	4
CC(C)OCCCNC(=O)c1cc(S(=O)(=O)N2CCc3ccccc32)cn1C	2	2	14	2	1	7	8	-3	-1
COCCNC(=O)c1cc2c(-c3ccc(Cl)cc3)nn(C)c2s1	-40	-11	3	-3	6	-1	-2	-8	4

Laid out differently: 2 of the compounds above
Order of results: LYPLA1 counter, PREPL inhibitor, ZTA DNA inh, PAFAH2 FP inh, PAD4 FP inh, PAFAH1B3 inh, GSTO1 inh, LYPLA2 inh, EBNA-1 inhibitor
Cc1cccc(-c2nc3ccccc3c(=O)n2NC(=O)Cc2ccc(Cl)cc2)c1
→ 1, -32, 0, 5, -4, -2, 0, -3, 4
CC(C)OCCCNC(=O)c1cc(S(=O)(=O)N2CCc3ccccc32)cn1C
→ 2, 2, 14, 2, 1, 7, 8, -3, -1

The list continues:
SMILES	LYPLA1 counter	PREPL inhibitor	ZTA DNA inh	PAFAH2 FP inh	PAD4 FP inh	PAFAH1B3 inh	GSTO1 inh	LYPLA2 inh	EBNA-1 inhibitor
CCOc1cc(N2CCOCC2)c(OCC)cc1NC(=O)COC(=O)COc1cc(C)cc(C)c1	-2	-4	9	3	-4	1	10	2	-4
COc1c(O)ccc(/C=C(\C#N)c2nc3ccccc3[nH]2)c1[N+](=O)[O-]	-1	56*	-23	5	-12	9	13	-9	-9
CC(C)c1ccc(N(CC(=O)NC(C)(C)C)C(=O)CCC(=O)Nc2nccs2)cc1	2	-6	9	0	-5	6	6	13	9
Cc1ccccc1N1CCN(Cc2ccc([N+](=O)[O-])o2)CC1	-2	-1	-5	-3	3	8	6	-4	-3
O=C(Cc1ccccc1)Nc1nonc1NC(=O)c1ccccc1	0	-8	7	-1	1	4	1	-3	8
O=C(NCc1n[nH]c(=S)n1-c1ccc(F)cc1)c1ccc(S(=O)(=O)N2CCCC2)cc1	3	2	-6	1	1	4	3	-2	-1
Cc1ccc2c(c1)C(=O)C(=O)N2CC1COc2ccccc2O1 (stereo unspecified)	1	6	0	-9	-1	8	1	-1	7
CN1CCc2nc(SCC(=O)Nc3cccc(F)c3)c(C#N)c(-c3cccs3)c2C1	-5	31	-11	1	5	9	20	15	3
O=C(NCCCN1CCCCCC1)c1ccc2c(c1)NC(=O)C(N1CCOCC1)S2 (stereo unspecified)	5	6	-3	3	-8	3	-8	4	-10
CCCCn1c(N)c(N(CCC(C)C)C(=O)C2=COCCO2)c(=O)[nH]c1=O	2	14	-5	4	-5	5	-1	0	2
O=C(Nc1ccc(O)c(C(=O)O)c1)Oc1ccccc1	1	4	6	0	-4	4	4	-3	2
Cc1onc(-c2ccccc2)c1C(=O)NC(=S)NNC(=O)c1ccccc1O	-1	13	3	7	4	20	1	-5	10
COc1cc(C(=O)Nc2scc(-c3ccc(Br)cc3)c2C(=O)O)cc(OC)c1OC	-2	3	-10	10	-4	17	-20	1	6
COc1ccc(CN2C3CCC2CC(NC(=O)c2cccc(F)c2)C3)cc1 (stereo unspecified)	-2	2	-2	1	-2	-1	-1	2	1
